Calb biofilm kill – kills Candida albicans biofilms; actives 0.14% (n = 85,000); C. albicans biofilm + clotrimazole, Alamar Blue; AID 834; inhibition, % at 6 µM;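 active = inhibition above 20%; inactive = inhibition below 20%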;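 note: preformed 24 hr biofilms exposed to compound for 48 hr; 0% = biofilm without compound and 100% = blank killed by clotrimazole plus chlorhexidine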
MT1-MMP txn act – activates MT1-MMP transcription. HT1080 MT1-MMP promoter luciferase reporter, luminescence, overnight; active compounds read high. actives 0.16% (n = 86,000). activation factor at 10 µM;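 active = activation factor of at least 2 for MT1-MMP transcription at 10 µM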
hDAT+cocaine – human DAT dopamine uptake with cocaine, either direction. LLC-PK1 hDAT cells, [14C]-dopamine uptake with cocaine IC80; actives deviate in either direction. B-score at 10 µM. actives 1.3% (n = 110,000);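 active = Z score or B-score, a plate-position-corrected score, falls beyond the plate's 99.7% confidence bounds, in either direction; inactive = both scores lie inside the 99.7% bounds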;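 note: scored against the spread of the other compound wells on the same plate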
Target sequence (Q01959 whole entry, looked up): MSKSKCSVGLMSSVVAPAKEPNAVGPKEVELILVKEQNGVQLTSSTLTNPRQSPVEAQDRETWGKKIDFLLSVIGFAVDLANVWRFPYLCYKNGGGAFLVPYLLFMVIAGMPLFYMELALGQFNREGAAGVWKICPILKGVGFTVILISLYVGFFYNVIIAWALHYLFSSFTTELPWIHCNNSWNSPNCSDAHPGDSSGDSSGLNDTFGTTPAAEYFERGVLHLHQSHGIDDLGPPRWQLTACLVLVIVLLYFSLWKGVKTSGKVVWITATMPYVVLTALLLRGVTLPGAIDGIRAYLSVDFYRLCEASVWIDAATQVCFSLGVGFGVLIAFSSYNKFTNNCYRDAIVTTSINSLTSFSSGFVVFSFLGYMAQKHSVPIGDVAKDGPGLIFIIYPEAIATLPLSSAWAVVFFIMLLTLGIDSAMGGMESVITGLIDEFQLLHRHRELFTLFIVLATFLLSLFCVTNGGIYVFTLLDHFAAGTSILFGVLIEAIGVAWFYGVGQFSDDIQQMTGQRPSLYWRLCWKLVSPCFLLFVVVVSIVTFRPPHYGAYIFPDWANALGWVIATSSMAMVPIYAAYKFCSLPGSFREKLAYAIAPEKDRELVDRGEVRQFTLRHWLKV
HUVEC tox IL1B – toxic to HUVEC cells under IL-1B stimulation; HUVEC cell count loss, Hoechst imaging, IL-1B stimulated; cell count reduction, % at 2 µM; actives 0.41% (n = 94,000); AID 845;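 active = cell count reduction more than 3 SD above the screen-wide mean, cut at about 70% in these data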;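 note: normalized per plate to untreated control cells as the no-loss baseline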
VCAM1 TNFa inh – reduces TNF alpha induced VCAM1 expression in HUVEC; inhibition, % at 2 µM; HUVEC TNFa-induced VCAM-1 immunofluorescence, high-content imaging; actives 0.48% (n = 95,000);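 active = inhibition above the batch mean plus 3 SD, with images confirmed as a hit by eye, cut at about 37% in these data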;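 note: 0% = TNF-stimulated DMSO wells and 100% = unstimulated control wells; not every result past the cut was called active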
LYP inh 2 – inhibitors of human LYP (PTPN22) phosphatase | actives 0.21% (n = 96,000) | recombinant LYP catalytic domain, DiFMUP fluorescence | Q9Y2R2 | inhibition, % at 2 µM;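 active = inhibition at 2 µM at or above a set limit, the screen mean plus 3 SD, cut at about 24% in these data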;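 note: 0% = DMSO with enzyme and 100% = enzyme fully blocked by orthovanadate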
HUVEC tox TNFa – HUVEC cytotoxicity counter-screen, TNF alpha stimulated; HUVEC TNFalpha-stimulated, Hoechst cell count, imaging; AID 848; actives 0.17% (n = 93,000); cell count reduction, % at 2 µM;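 active = cell count reduction exceeding the screen mean by over 5 SD, scaled to untreated wells per plate, cut at about 78% in these data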;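 note: cells counted after 24 h of TNF alpha exposure following the 1 h pretreatment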
Smad3 inh – Smad3 (human) transcription factor binding inhibition | P84022 | TR-FRET Smad3/Dy647-FoxH1 peptide binding, europium anti-His | actives 0.29% (n = 88,000) | inhibition, % at 25 µM;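 active = compounds that reduce the energy-transfer binding signal between the protein and its labelled peptide by more than half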;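 note: 0% = Smad3 plus labelled peptide maximal FRET and 100% = peptide-only background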
Target sequence (P84022 whole entry, looked up): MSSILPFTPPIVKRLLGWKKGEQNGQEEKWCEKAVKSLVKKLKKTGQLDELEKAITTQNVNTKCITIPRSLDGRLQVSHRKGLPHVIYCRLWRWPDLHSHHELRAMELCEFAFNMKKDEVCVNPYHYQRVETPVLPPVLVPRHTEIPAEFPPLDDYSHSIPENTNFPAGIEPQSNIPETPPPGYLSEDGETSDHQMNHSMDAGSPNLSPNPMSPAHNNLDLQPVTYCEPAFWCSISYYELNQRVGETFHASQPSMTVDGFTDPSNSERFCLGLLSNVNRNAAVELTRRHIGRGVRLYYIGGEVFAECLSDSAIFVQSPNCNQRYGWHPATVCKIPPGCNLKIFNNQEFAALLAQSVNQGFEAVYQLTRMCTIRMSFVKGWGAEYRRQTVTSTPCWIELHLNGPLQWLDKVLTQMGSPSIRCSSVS
cytoskel mod – cytoskeleton assembly modification; HUVEC TNFa F-actin phalloidin imaging, high content; actives 0.18% (n = 91,000); inhibition, % at 2 µM; AID 836;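 active = inhibition above the batch mean plus 3 SD and confirmed as a hit by visual image inspection, cut at about 30% in these data, passing the limit was not always enough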; note: strong numbers were not always called active
An asterisk follows results filed as active; · = no result given; [ ] = remark or other dose. These rows are one share of the data; the hit share may differ from the screen's.

Value order: Calb biofilm kill	MT1-MMP txn act	hDAT+cocaine	HUVEC tox IL1B	VCAM1 TNFa inh	LYP inh 2	HUVEC tox TNFa	Smad3 inh	cytoskel mod
O=C(N1CCOCC1)N1CCOCC1
    6	1.2	1.3	-90	26	-6	-36	-10	·
Cc1ccc(N(C(C)C(=O)Nc2cc(Cl)ccc2Oc2ccccc2)S(C)(=O)=O)cc1 (stereo unspecified)
    ·	·	0.057	-70	0	-1	-1	·	-7
Cc1cccc(C2N(c3ccc(F)cc3)C(=O)C3CCCN32)c1 (stereo unspecified)
    3	1.1	-1.1	-2	5	-1	36	9	-6
CN1C(=O)CC(NNC(=O)c2ccc(Cl)cc2)C1=O (stereo unspecified)
    4	1.1	0.19	-17	0	6	4	25[fluorescence artefact?]	-7
COc1cc2c3nnc(-c4ccc(F)cc4)c-3cn(Cc3ccccc3)c2cc1OC
    14	·	0.54	4	5	-7	-12	-116[fluorescence artefact?]	33*
CCCSc1nc(=O)n2cc(C)ccc2n1
    ·	·	0.023	-10	-10	-5	1	·	15
CCSc1nc2cc(OC)c(OC)cc2c(=O)n1CC
    5	0.9	-0.0074	-10	4	0	-18	4	-7
O=C(O)CSc1nnc(-c2ccc3c(c2)OCO3)o1
    5	1.1	0.28	7	9	-13	-22	9	29
Cc1cc(/C=C2\SC(=S)NC2=O)c(C)n1C
    ·	·	0.2	7	-18	3	·	·	12
O=S(=O)(c1cc(-c2nnc(-c3ccc(Br)cc3)o2)ccc1Br)N1CCCCCC1
    2	0.9	3.3*	15	14	14	19	2	4
COc1ccccc1NC(C)=O
    10	1.3	0.86	·	·	·	·	6	·
CCOC(=O)C1C(=O)NC(N2CCOCC2)=NC1C(C)C (stereo unspecified)
    3	1.1	-0.72	18	10	5	-9	1	1
CCn1c(-c2ccc(F)cc2)cnc1SCC(=O)N1CCCCC1C (stereo unspecified)
    ·	·	1.1	-6	10	21	-5	·	10
COc1ccccc1NS(=O)(=O)c1cc(C)ccc1C
    0	1.2	-1.4	-10	14	-5	-27	-2	3
Cc1nc2nc[nH]n2c(=O)c1NC(=O)c1c(-c2ccccc2Cl)noc1C
    5	1.2	-0.68	·	·	·	·	2	·
CC(=O)c1cccc(NC(=O)N2CCc3ccccc3C2)c1
    1	1.4	1.8	-20	-1	5	-10	-3	0
O=C(c1cnc(-c2ccccc2)s1)c1ccc(Cl)cc1Cl
    ·	·	-0.75	-14	8	-2	-15	·	27
CCCCN(C)CCCNC(=O)CCn1nc(-c2ccccc2)ccc1=O
    ·	1.3	·	14	-48	-6	-47	-3	-17
Cc1ccc(S(=O)(=O)Cc2ccc(C(=O)NCCCN3CCN(C)CC3)o2)cc1
    1	1	-1.5	7	21	-17	10	-11	-2
Cc1cc(NC(=O)Nc2cc(C)nn2-c2ccccc2)n(-c2ccccc2)n1
    3	1.2	-0.036	-5	0	-14	-23	3	·
O=S(=O)(NC1=NCCCCCC1)c1cccs1
    7	1.1	-0.26	15	-6	-5	9	4	-9
O=C(NNC(=O)c1cccc2ccccc12)c1ccco1
    ·	·	1.4	·	17	0	0	·	-19
COc1ccc2c(c1)c1ncn(CCc3ccccc3)c(=O)c1n2C
    -6	1	0.83	22	11	2	9	-1	-20
CCOC(=O)c1c(-c2ccc(C)s2)csc1NC(=O)c1cccs1
    -1	1	-0.11	-8	-14	12	12	21[fluorescence artefact?]	10
O=C1C(=O)N(CCN2CCOCC2)C(c2ccncc2)/C1=C(/O)c1ccc2c(c1)OCO2 (stereo unspecified)
    4	1	0.085	·	·	·	·	4	·
O=C(Nc1ccc2oc(=O)ccc2c1)c1cccnc1
    8	1	0.76	15	10	4	-22	4	18
O=C(CCCN1C(=O)c2ccccc2C1=O)NC1CCCCCC1
    1	1	-0.25	-14	18	-6	5	-18	-2
Cc1ccc(OCCn2c(NC(=O)c3ccco3)nc3ccccc32)cc1
    -2	1.1	0.0037	34	-26	-5	6	-8	4
N#Cc1c(NC(=O)CN2CCOCC2)oc(-c2ccccc2)c1-c1ccccc1
    5	1.1	-0.2	-30	4	1	12	0	-8
COc1ccc(C2C(C#N)=C(N)Oc3n[nH]c(C)c32)cc1Cn1cc([N+](=O)[O-])cn1 (stereo unspecified)
    11	1.1	0.32	-6	6	-5	1	3	6

(further entries)
Value order: Calb biofilm kill	MT1-MMP txn act	hDAT+cocaine	HUVEC tox IL1B	VCAM1 TNFa inh	LYP inh 2	HUVEC tox TNFa	Smad3 inh	cytoskel mod
CCSc1nc2ccccc2n1CCOc1ccccc1
    -4	1.8	-0.029	10	-7	-3	19	9	-8
COC(=O)Cc1csc(Nc2c(C)n(C)n(-c3ccccc3)c2=O)n1
    2	0.9	-0.56	17	-30	4	·	2	-2
COc1cc(-c2c(C#N)c(N)nc(SCc3ccncc3)c2C#N)cc(OC)c1OC
    8	1	0.64	-21	1	7	-8	-10	19
COCCn1c(SCC(=O)Nc2ccc(S(N)(=O)=O)cc2)nc2ccccc21
    ·	·	0.24	1	-3	7	-13	·	10
O=C(CCC1COc2ccccc2O1)NC1CCCCC1 (stereo unspecified)
    3	·	-0.19	23	5	10	-23	0	11
Cc1cc2c(cc(C(=O)OC(C(=O)NCc3ccco3)C(C)C)n2C)o1 (stereo unspecified)
    5	1	0.3	19	36	-2	-7	23[fluorescence artefact?]	7
COc1ccc(C(=O)c2ccc(Cl)cc2Cl)cc1
    5	1.2	-0.55	-2	11	5	-16	-1	-6
C=CCNc1nc(Nc2ccc(OC)cc2)nc(OCC)n1
    2	1.1	0.85	-6	6	7	-5	11	9
O=C(O)C1C2C=CC(C2)C1C(=O)OCC1CCCO1 (stereo unspecified)
    4	1.2	-0.016	0	-9	-17	-22	3	-4
CCC1=NC(c2ccccc2)N(O)C1(C)C (stereo unspecified)
    4	1	-0.6	-16	-1	0	-8	-4	0
O=C(NCCN1CCOCC1)c1cc(-c2ccc(Cl)cc2)on1
    7	1.2	1.2	-28	-2	-5	-27	10	22
OC1(C2(O)CC(c3ccccc3)ON2)CCCCC1 (stereo unspecified)
    1	1	-0.11	·	·	·	·	-3	·
CCc1c(C)nc(SCC(=O)Nc2cccc(Br)c2)[nH]c1=O
    -2	1	-1	-15	4	-9	-2	-7	17
CCN(CC)S(=O)(=O)c1cccc(C(=O)N[C@H](C(=O)O)C(C)C)c1
    4	1.3	-0.048	5	-7	-9	-4	1	4
CCn1c(COc2ccccc2)nnc1SCC(=O)CC(=O)Nc1ccccc1OC
    0	1.2	-0.26	-7	4	-7	-51	-6	-3
CCOC(=O)c1c(N)sc2c(NC(C)=O)cccc12
    5	1.1	-0.073	9	8	-11	18	0	-14
O=C1CC(Sc2nnc(-c3ccccc3)o2)C(=O)N1c1ccccc1 (stereo unspecified)
    -2	1.2	0.31	-34	-5	1	·	-3	3
O=C1CCC(C(=O)OCc2c(Cl)cccc2Cl)N1 (stereo unspecified)
    3	1	-1.5	-38	2	9	-1	4	-14
CCC(NC(=O)Nc1nnc(C(F)(F)F)s1)(C(F)(F)F)C(F)(F)F
    5	1.1	-3.3*	-15	2	-8	-19	2[fluorescence artefact?]	-27
CCOC(=O)c1c(NC(=O)OC)sc2c1CCC2
    9	1.1	0.83	24	12	6	-10	1	-10
CCC(C)n1cnc2c(c1=O)c1nc3ccccc3nc1n2-c1ccc2c(c1)OCCO2 (stereo unspecified)
    1	1.3	·	-13	-18	9	-18	32	-27
O=C(CCc1ccccc1)Nc1ccccc1F
    2	1.4	-0.45	15	8	12	2	9	-1
COc1ccc(N(CN2C(=O)C3CC=CCC3C2=O)C(=O)c2ccco2)cc1 (stereo unspecified)
    ·	·	-1.2	-4	5	-4	12	·	-6
CCN=c1sc(C(=O)OC)cc(=O)n1CC
    7	1	0.95	21	-6	3	-1	7	-11
C=C(C)Cn1c(CCNC(=O)C(C)C)nc2ccccc21
    5	0.8	-0.52	2	-11	-7	-33	12[fluorescence artefact?]	-4
CS(=O)(=O)Nc1ccc(C(=O)N2CCN(c3ccccc3F)CC2)cc1
    3	1.2	-0.05	41	28	11	-13	6	-33
CCOc1ccccc1C(=O)N1CCC(C(=O)c2ccc(F)cc2)CC1
    7	1.1	0.18	39	-22	-1	-8	3	7
CCCn1c(Sc2nnnn2-c2ccccc2)n[nH]c1=O
    8	1.3	-1.2	14	1	5	27	-1	30
Cn1cc(S(=O)(=O)N2CCC(Cc3ccccc3)CC2)c(=O)n(C)c1=O
    12	·	0.067	-20	-1	3	-11	-5	1
COc1ccc(C2NC(=O)NC(C)=C2C(C)=O)cc1 (stereo unspecified)
    5	1.3	0.6	12	-21	2	·	2	2

Next part:
Value order: Calb biofilm kill	MT1-MMP txn act	hDAT+cocaine	HUVEC tox IL1B	VCAM1 TNFa inh	LYP inh 2	HUVEC tox TNFa	Smad3 inh	cytoskel mod
N#Cc1c(NCCN)nc(NCc2ccccc2)c2c1CCN(Cc1ccccc1)C2
    5	1.1	0.27	-48	-7	2	1	13	-43
Cc1ccccc1-c1nnn(CC(=O)N2CCN(S(=O)(=O)c3ccc(Cl)cc3)CC2)n1
    ·	·	-0.078	-12	16	-2	-12	·	-25
O=C(CCCOc1ccc(Cl)cc1Cl)NCCCO
    5	1.1	-0.42	·	·	·	·	2	·
C=C1CSc2nc(=O)c3c4c(sc3n21)CCCC4
    6	1.1	0.36	-8	21	4	4	14	37
Cc1c(C(=O)c2no[n+]([O-])c2C(=O)c2cnn(C)c2C)cnn1C
    -1	1.1	0.021	-62	-17	1	-8	0	-24
O=C(COC(=O)CCCNC(=O)c1ccc(Cl)cc1)NCc1ccccc1Cl
    ·	·	-0.4	2	8	3	6	·	-12
Cc1ccccc1C(=O)NNC(=S)NC(=O)COc1ccccc1
    ·	·	-0.75	5	-8	-9	0	·	5
COc1cc(OC)cc(C(=O)NCc2n[nH]c(=S)n2-c2ccccc2OC)c1
    8	1.1	0.049	-10	24	-4	8	6	-7
Cc1ccc(S(=O)(=O)c2cc(N3CCOCC3)nc(-c3ccccc3)n2)cc1
    ·	·	·	36	-7	4	2	·	-4
CN(C(=O)C1CCOC1)c1nnc(-c2cnccn2)s1 (stereo unspecified)
    5	1.1	-1.2	-49	·	-12	·	4	1
COc1ccc(N2Cc3cccc(C(=O)NC(C)CCc4ccco4)c3C2=O)cc1 (stereo unspecified)
    -8	1.2	0.59	3	-2	5	3	5	-5
Cc1ccc(C(C(=O)NC2CCCCC2)N(Cc2ccco2)C(=O)Cn2cnc3ccccc32)cc1 (stereo unspecified)
    2	1.3	1.2	27	-6	-4	8	-6	2
O=C(Oc1ccc(-c2cn3c(n2)SCC3)cc1)c1ccccc1
    3	1.2	0.87	2	11	-2	-16	2	3
Cc1ccc(S(=O)(=O)N2CCN(S(=O)(=O)N3CCOCC3)CC2)cc1C
    -4	1.1	0.051	6	3	-5	11	-2	10
CC(=O)Nc1cccc(Cn2cccn2)c1
    -5	1.1	-1.8	26	9	-15	8	-3	-23
COc1cc(N2CN=c3s/c(=C\c4ccccn4)c(=O)n3C2)cc(OC)c1OC
    0	1.1	0.46	·	·	·	·	2	·
COc1cc(OC)c(C2C(C#N)=C(N)OC3=C2C(=O)CC(C)(C)C3)cc1OC (stereo unspecified)
    ·	1.2	0.48	19	-7	3	13	·	-50
O=C(CSc1nnc(-c2cccs2)n1-c1ccccc1)NCc1ccco1
    ·	1.1	0.088	-31	10	-1	-7	12	2

Another view of part of the listing above:
SMILES | Calb biofilm kill | MT1-MMP txn act | hDAT+cocaine | HUVEC tox IL1B | VCAM1 TNFa inh | LYP inh 2 | HUVEC tox TNFa | Smad3 inh | cytoskel mod
N#Cc1c(NCCN)nc(NCc2ccccc2)c2c1CCN(Cc1ccccc1)C2 | 5 | 1.1 | 0.27 | -48 | -7 | 2 | 1 | 13 | -43
Cc1ccccc1-c1nnn(CC(=O)N2CCN(S(=O)(=O)c3ccc(Cl)cc3)CC2)n1 | · | · | -0.078 | -12 | 16 | -2 | -12 | · | -25
